High-throughput results from PubChem BioAssay.
JMJD2A Tudor inh = inhibitors of human JMJD2A Tudor domain; O75164; AlphaScreen JMJD2A-Tudor / H3K4me3 peptide binding; Potency, µM (highest dose often 114 µM), without a hit: at the highest dose activity change, negative = inhibition, usual class: inhibitors; 4.4% of 390,000 active; further: potency means the concentration at half of the fitted maximal effect; on the % scale 0 is the no-effect control and ±100 the full control effect; nearly all actives have a fitted effect of over 50% in size
G9a block = G9a (human) methyltransferase inhibition. Q96KQ7. G9a H3K9 monomethylation, AlphaScreen, 2 h. Potency, µM (highest dose often 102 µM), for inactives: at the highest dose activity, negative = inhibition, most hits filed as inhibitors. 8.8% of 350,000 active. AID 504332; further: potency means the concentration at half of the fitted maximal effect; on the % scale 0 is the no-effect control and ±100 the full control effect; nearly all actives have a fitted effect of over 75% in size
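Compounds were preincubated with 20 nM G9a for 15 min, after which biotinylated H3K9 peptide (500 nM) and SAM (20 uM) started a 2 h room-temperature reaction. Monomethylated product was quantified by antibody-based AlphaScreen chemiluminescence.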
GLS inh = blocks human kidney-isoform glutaminase activity; GLS enzymatic activity, qHTS titration; Potency, µM (titrated, usually from 45.5 µM), for the others: at the top dose activity change, negative = inhibition, most hits filed as inhibitors; 0.21% of 410,000 active; AID 624170; further: potency means the concentration at half of the fitted maximal effect; on the % scale 0 is the no-effect control and ±100 the full control effect
Target sequence (O94925 whole entry, looked up, canonical isoform): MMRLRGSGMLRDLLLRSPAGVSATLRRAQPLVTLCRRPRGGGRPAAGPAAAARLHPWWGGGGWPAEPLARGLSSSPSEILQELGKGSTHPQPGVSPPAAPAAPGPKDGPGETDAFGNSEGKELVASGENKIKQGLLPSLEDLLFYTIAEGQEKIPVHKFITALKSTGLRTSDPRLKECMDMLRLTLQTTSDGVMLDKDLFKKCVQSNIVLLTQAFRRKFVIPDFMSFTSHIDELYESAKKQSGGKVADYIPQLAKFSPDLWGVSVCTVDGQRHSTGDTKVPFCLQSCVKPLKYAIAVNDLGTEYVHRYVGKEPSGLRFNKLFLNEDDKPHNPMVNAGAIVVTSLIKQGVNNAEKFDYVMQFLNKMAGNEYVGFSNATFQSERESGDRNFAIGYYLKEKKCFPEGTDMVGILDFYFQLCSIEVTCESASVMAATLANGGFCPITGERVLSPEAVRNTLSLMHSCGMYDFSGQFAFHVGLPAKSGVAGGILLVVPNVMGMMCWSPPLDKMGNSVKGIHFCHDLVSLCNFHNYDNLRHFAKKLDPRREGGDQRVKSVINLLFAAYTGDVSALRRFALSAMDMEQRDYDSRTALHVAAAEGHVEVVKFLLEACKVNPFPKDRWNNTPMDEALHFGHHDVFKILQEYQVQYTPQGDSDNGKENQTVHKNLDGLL
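hKGA; 45 mM KH2PO4 pH 8.2 + 0.02% Tween-20; cpd via pin tool; 1 mM Gln soln; GluOx/HRP/Amplex Red; RT 30 min; fluor. t0 & final.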
PI4K2A inh = blocks human PI4K2A kinase activity | purified PI4K2A, ADP-Glo luminescence, 1 h; active compounds read low | activity change, negative = inhibition, % at 76.9 µM | Q9BTU6 | AID 1346378 | 0.13% of 420,000 active; in the data active means activity change below about -50%; inconclusive means mostly about -30% to -49%;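 further: -100% = wells without enzyme as full effect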
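ADP-Glo luminescence measured ADP generated by PI4K2A enzyme (4 ug/mL before mixing) with 1.2 mM PI substrate (pre-mix) and 300 microM ATP (pre-mix). Tris pH7.5 buffer with MgCl2, Triton X-100; 1 h reaction at ambient temperature.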
HP1b chromo inh = blocks HP1-beta chromodomain binding to methylated histone tails | AlphaScreen HP1-beta / biotin-H3K9me3 peptide binding | Potency, µM (titrated, usually from 114 µM), without a hit: at the top dose activity change, negative = inhibition, most hits filed as inhibitors | 0.56% of 390,000 active | AID 540317; further: potency means the concentration at half of the fitted maximal effect; nearly all actives have a fitted effect of over 70% in size; inactives centre near 23
Target sequence (P83916 whole entry, looked up): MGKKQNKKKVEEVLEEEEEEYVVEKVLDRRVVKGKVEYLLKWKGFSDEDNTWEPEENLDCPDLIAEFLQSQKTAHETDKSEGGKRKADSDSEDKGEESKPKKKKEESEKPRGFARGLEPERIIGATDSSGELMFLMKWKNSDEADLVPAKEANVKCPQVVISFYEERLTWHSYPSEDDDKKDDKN
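HP1-beta protein (50 nM final) preincubated 30 min at room temperature with biotinylated H3(1-18)K9me3 peptide (50 nM) in PBS pH 7.4, 0.01% Tween-20, then compound added for 30 min. AlphaScreen streptavidin donor/nickel chelate acceptor beads (10 ug/mL final), 30 min dark, luminescence read.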
Pin1 inhibitor = blocks the human prolyl isomerase Pin1 | Pin1 FP peptide displacement, HiFluor488, 10 min | AID 504891 | Potency, µM (titrated, usually from 115 µM), inactives show top-dose activity, negative = inhibition, usual class: inhibitors | 0.009% of 390,000 active; active means well fitted inhibition curve with a large enough effect in the polarisation, with a control signal flat, not every such curve was filed as active; inconclusive means small, poorly fitted or top-dose-only effect, or effect the other way, or a change in a side signal; inactive means no such curve, though single readings can be large or run the other way; the % refers to the polarisation; further: potency means the concentration at half of the fitted maximal effect; on the % scale 0 is the no-effect control and ±100 the full control effect
Target sequence (Q13526 whole entry, looked up): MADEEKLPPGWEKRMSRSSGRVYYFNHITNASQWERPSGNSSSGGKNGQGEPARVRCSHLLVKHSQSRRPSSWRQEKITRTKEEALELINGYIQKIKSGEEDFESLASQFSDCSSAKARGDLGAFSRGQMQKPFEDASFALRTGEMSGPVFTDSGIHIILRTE
ERG Ets-DNA blk = blocks human ERG Ets domain binding to DNA; fluorescence polarization, His-ERG Ets domain / labelled DNA; Potency, µM (doses to about 76.9 µM), without a hit: at the top dose FP activity, negative = inhibition, hits mostly inhibitors; AID 624246; P11308; 0.028% of 370,000 active; active means well fitted inhibition curve with a large enough effect in the polarisation, with a control signal flat; inconclusive means small, poorly fitted or top-dose-only effect, or effect the other way, or a change in a side signal; inactive means no such curve, though single readings can be large or run the other way; the % refers to the polarisation;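 further: polarization taken with two DNA probes labelled with fluorescein and Texas red; potency means the concentration at half of the fitted maximal effect; % of control where 0% means no effect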
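His-tagged ERG Ets domain (1 uM in the protein solution; 300mM KCl, 50mM Tris-HCl, 1mM EDTA, 1mM DTT, pH 7.5) received compound, then a probe mix of 5 nM fluorescein-DNA and 100nM Texas-615-DNA. Fluorescence polarization was read for both dyes.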
Tb PGK inh = inhibitors of T. brucei phosphoglycerate kinase | PGK/GAPDH coupled, Kinase-Glo luminescence, 60 min | P07378 | Potency, µM (titrated, usually from 57.5 µM), for inactives: top-dose activity change, negative = inhibition, actives largely listed as inhibitors | 0.043% of 380,000 active | AID 602233; further: potency means the concentration at half of the fitted maximal effect; on the % scale 0 is the no-effect control and ±100 the full control effect; nearly all actives have a fitted effect of over 60% in size
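Luminescent ATP detection (Kinase-Glo Plus) follows a 60-minute room-temperature incubation, with wells lacking PGK as controls. Buffer: 100 mM TEA (pH 7.6), 5 mM MgCl2, 0.01% Tween-20. Coupling enzyme GAPDH (100 nM final) supplies unstable 1,3-BPG in-well.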
BAZ2B inh = BAZ2B (human) inhibition; Q9UIF8; AlphaScreen BAZ2B-H3K14Ac peptide displacement; Potency, µM (doses to about 114 µM), inactives show top-dose activity change, negative = inhibition, most hits filed as inhibitors; 4.4% of 360,000 active; further: potency means the concentration at half of the fitted maximal effect; on the % scale 0 is the no-effect control and ±100 the full control effect; nearly all actives have a fitted effect of over 60% in size
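AlphaScreen displacement of biotin-H3(5-23)K14Ac peptide (50 nM final) from BAZ2B (50 nM final) in PBS pH 7.4, 0.01% Tween-20; complex preformed 30 min RT, then compounds (top 110 uM) 30 min RT, beads 20 min dark.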
* marks the source's active call; other numbers are inactive results; i = inactive; ? = inconclusive; nt = not tested or not shown; [ ] = remark or other dose. Unless noted, the call rests on the fitted dose curve; in most records, active means well fitted curve in the direction sought with a large enough effect; inconclusive means small, poorly fitted or top-dose-only effect, or another doubt; inactive means no such curve, though single readings can be large; an effect the other way counts as inactive or inconclusive.

Order of values: ERG Ets-DNA blk	BAZ2B inh	JMJD2A Tudor inh	PI4K2A inh	HP1b chromo inh	G9a block	GLS inh	Pin1 inhibitor	Tb PGK inh
Cc1cc(C)nc(NS(=O)(=O)c2ccc(N/C=C\C(=O)c3cccs3)cc2)n1
 : 4.3%	-38.4%	-10.5%[11.4 µM]	-13.0	-4.5%	50.1µM*	7.6%	7.4%	-2.4%
Cc1cccc(CNC(=O)CN2C(=O)CCn3nc(-c4cn(C)c5ccccc45)cc32)c1
 : 5.7%	-19.2%	-30.4%	-3.4	-3.0%[57 µM]	-9.4%[59 µM]	-16.3%	2.6%	5.5%
O=C(CCc1cn2ccccc2n1)NC1CCCc2c1cnn2-c1ccccc1F (stereo unspecified)
 : 1.4%	?	-6.2%	-1.0	22.5%	-6.1%	-7.5%	-2.3%	-5.4%
Cc1ccc(OCc2cc(C(=O)N(C)CCn3ccnc3C)no2)cc1C
 : -5.9%	nt	-10.2%	0.8	15.9%	nt	0.7%	4.7%	-3.0%
CCc1nc2ccccc2n1Cc1ccccc1OC
 : 1.7%	-7.8%	-19.0%	-4.3	24.9%	-23.7%	1.0%	-6.5%	-1.1%
CCc1nc(N2CCN(C(=S)NCCCOC)CC2)c2c3c(sc2n1)CCCC3
 : -3.2%	?	-30.6%	-5.2	16.7%	16.0%[59 µM]	-2.3%	27.0%	i
O=S(=O)(CCN1CCSCC1)c1ccc(Cl)cc1
 : -2.3%	-5.3%	1.7%	2.1	22.3%	-27.1%	0.3%	-5.3%	7.1%
COc1ccc(N2CCN(c3ncnc4onc(C)c34)CC2)cc1
 : 0.6%	5.2%[57.1 µM]	-25.6%	-2.4	13.6%	?	7.2%	0.0%	5.8%
Cc1cc(C(=O)COc2ccccc2C(N)=O)c(C)n1C
 : ?	nt	-15.1%	3.1	15.5%	-20.3%	-5.6%	1.6%	-1.9%
COc1cc(CN2CCc3nc(Nc4ccc5c(c4)OCCO5)ncc3C2)cc(OC)c1OC
 : 3.7%	?	?	-2.0	-13.8%	-17.2%[12.7 µM]	16.1%	-4.0%	nt
CCOC(=O)c1ccc2oc(=O)n(Cc3ccccc3)c2c1
 : 1.1%	31.9%	-6.0%	-13.1	13.4%	35.4%[59 µM]	6.5%	-15.8%	-13.3%
Cc1ccc(C(=O)NCc2ccco2)cc1S(=O)(=O)N1CCCCC1
 : nt	?	?	-4.1	-12.3%	?	2.3%	-5.0%	-4.8%
Nc1nc(SCC(=O)NCc2ccco2)[nH]c(=O)c1-c1ccccc1
 : nt	-2.0%	-12.9%	-0.6	26.4%	16.3%[59 µM]	-0.3%	2.1%	nt
COc1cc(C(=O)NC(c2ccccc2)c2ccccc2)cc(OC)c1C
 : 15.4%	?	-5.7%	-7.5	15.3%	50.1µM*	-5.2%	0.2%	-7.2%
CCCCn1c(SCC(=O)NCc2ccccc2)nc2ccc(N3CCOCC3)cc2c1=O
 : 3.1%	4.6%	?	-4.0	-1.1%	9.8%[12.7 µM]	-2.8%	3.2%	-12.2%
COc1ccc(CNC(=O)COC(=O)c2n[nH]c3ccccc23)cc1OC
 : 4.1%	-24.0%	-24.8%	3.1	27.0%	?	-2.4%	2.5%	0.1%
O=C(COc1ccccc1[N+](=O)[O-])NCCC1=CCCCC1
 : 8.7%	-27.3%	-17.0%	-0.2	13.7%	-10.5%[12.7 µM]	10.9%	-1.3%	0.4%
CCN(CC(=O)Nc1cc(Cl)ccc1C)C(=O)C1CCCCC1
 : 9.0%	-2.7%	-5.5%	-2.3	15.1%	-3.4%[59 µM]	-0.7%	-7.4%	-5.4%
COc1ccc(Cl)cc1NC(=O)N1CCN(S(C)(=O)=O)CC1
 : 1.6%	2.7%	2.7%	0.7	-2.9%	-0.4%[59 µM]	-5.0%	3.6%	10.2%
CCNC(=O)C1=C(O)c2sccc2N(C)S1(=O)=O
 : 2.8%	-3.4%	1.5%[11.4 µM]	2.0	23.5%	?	4.6%	4.5%	1.9%

2 entries picked at random from the list so far, as already listed:
Order of values: ERG Ets-DNA blk	BAZ2B inh	JMJD2A Tudor inh	PI4K2A inh	HP1b chromo inh	G9a block	GLS inh	Pin1 inhibitor	Tb PGK inh
Cc1ccc(C(=O)NCc2ccco2)cc1S(=O)(=O)N1CCCCC1
 : nt	?	?	-4.1	-12.3%	?	2.3%	-5.0%	-4.8%
COc1cc(C(=O)NC(c2ccccc2)c2ccccc2)cc(OC)c1C
 : 15.4%	?	-5.7%	-7.5	15.3%	50.1µM*	-5.2%	0.2%	-7.2%

(cont.)
Order of values: ERG Ets-DNA blk	BAZ2B inh	JMJD2A Tudor inh	PI4K2A inh	HP1b chromo inh	G9a block	GLS inh	Pin1 inhibitor	Tb PGK inh
COc1ccccc1C1CCN(Cc2ccc3ccccc3c2)CC1
 : 6.5%	-25.8%	?	3.0	-5.9%	-19.2%	1.3%	13.9%	-8.7%
O=C(Cn1ccc(NC(=O)OCc2ccccc2)nc1=O)NCc1ccccn1
 : 0.1%	-1.4%	2.9%	2.4	75.1%[activator]	-1.7%[0.501 µM]	-13.2%	-2.2%	i
CC(C)NC(=O)N(C)C[C@@H]1Oc2ccc(NC(=O)Nc3ccc(C(F)(F)F)cc3)cc2CC(=O)N([C@H](C)CO)C[C@@H]1C
 : 1.2%	nt	-15.1%	-3.0	43.9%[activator]	nt	2.6%	18.7%	0.9%
O=C(NCc1cccs1)C1CCCN(S(=O)(=O)c2cnc[nH]2)C1 (stereo unspecified)
 : 15.4%	-3.8%	-9.7%	8.3	18.0%	2.7%	3.5%	-7.2%	i
CCOc1cc(-c2noc(CCC(=O)Nc3cccnc3)n2)ccc1OC
 : -5.2%	-5.8%	3.2%	1.4	27.0%	3.5%	3.6%	-5.5%	3.7%
COC(=O)c1sccc1NC(=O)Nc1cccc(Cl)c1Cl
 : 0.7%	4.3%	-11.6%	4.7	20.9%	14.2%	?	-2.2%	-6.4%
Cc1ccc(-c2nnc(SC(C)C(=O)NCC3CCCO3)nc2-c2ccc(C)cc2)cc1 (stereo unspecified)
 : 0.1%	?	?	5.2	-21.1%	1.7%[12.7 µM]	0.9%	4.2%	0.5%
Cc1cccc(NC(=O)NC(C)C(c2ccccc2)N2CCN(C)CC2)c1 (stereo unspecified)
 : -3.8%	-7.6%	-12.8%	-6.8	6.0%	-15.5%	2.3%	-2.1%	-9.9%
COc1ccc(OC)c(CNC(=O)C2CCN(c3nc4ccccc4nc3C(F)(F)F)CC2)c1
 : 1.3%	-1.3%	-11.7%	-0.7	20.4%	4.9%[59 µM]	2.0%	-8.7%	i
CCCCN=C1N/C(=C\c2ccco2)C(=O)N1c1ccccc1
 : 8.3%	-31.1%	-29.4%	-14.8	8.9%	44.7µM*	-3.6%	?	-0.7%
CC1(C)C2CCC1(C)C(OCCNCCOC(=O)Nc1ccccc1)C2 (stereo unspecified)
 : -3.4%	-11.4%	-11.8%[11.4 µM]	3.5	45.8%[activator]	-17.2%	0.5%	-1.3%	i
COc1ccc(C2C(C#N)=C(N)OC3=C2C(=O)CC(C)(C)C3)c([N+](=O)[O-])c1OC (stereo unspecified)
 : -6.4%	-6.8%	-26.9%	-1.0	13.8%	-22.0%	8.5%	-11.2%	-1.1%
Cc1oc(-c2ccccc2)nc1CSc1nnc(C)n2c1cc1sccc12
 : 0.7%	-15.8%	-15.0%	-3.3	23.9%	-34.9%[59 µM]	-9.2%	7.8%	1.4%
CC(=O)C1=C(O)C(=O)N(C2CCCCC2)C1c1ccccc1 (stereo unspecified)
 : -12.4%	-15.2%	-14.5%	-16.7	42.2%[activator]	?	-3.8%	-1.0%	-7.3%
Cc1c(Cl)cn2c(=O)cc(CN3CCN(c4ccccc4)CC3)nc2c1Cl
 : -6.0%	-13.8%	-10.5%[11.4 µM]	-5.9	29.4%	39.8µM*	-1.0%	8.1%	-4.8%
CCn1c(O)c(C(C#N)=C2N=c3ccccc3=N2)c2ccccc21
 : -1.9%	-6.0%	-28.8%	-4.5	20.9%	-20.9%[59 µM]	-1.5%	-0.5%	i
CCOC(=O)c1ccc(OC)c(OC)c1Cl
 : 11.7%	3.2%	-19.8%	-5.0	21.7%	11.9%	-3.4%	-5.8%	-0.8%
O=c1c2cc(NC(=S)N3CCCCCC3)ccc2nc2n1CCCCC2
 : -0.1%	-12.1%	-5.6%	-0.2	34.1%	0.1%	13.7%	-0.1%	-1.0%
CCCCS(=O)c1snnc1C (stereo unspecified)
 : -4.0%	-5.3%	-3.8%[57.1 µM]	-0.7	54.6%[activator]	-132.1%[59 µM]	2.7%	2.4%	5.5%
CCc1cc(=O)oc2c(CNCc3ccc(OC)cc3OC)c(O)c(Cl)cc12
 : -4.6%	-3.7%	-1.0%	-2.6	13.8%	?	-30.4%	0.0%	5.2%
COc1ccc(-c2oc3ncn4nc(-c5ccccc5O)nc4c3c2-c2ccc(OC)cc2)cc1
 : 1.5%	4.5%	4.6%	-0.7	20.0%	17.6%[59 µM]	2.0%	-1.2%	i
C=CCn1c(Cc2cccs2)nnc1SCC(=O)Nc1ccc(OC)c(OC)c1
 : 5.4%	12.0%	-11.0%	-2.5	29.1%	22.7%[12.7 µM]	2.3%	0.1%	-4.8%
